# T cruzi HTS – intracellular Trypanosoma cruzi inhibition; intracellular Trypanosoma cruzi in host cells, plate reader; activity score (inhibition), % at 5.01 µM; hit rate 4.9% among 22,000; in the data active = activity score above about 55%;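 also: parasites and compound incubated about four days before reading; 0% = median of neutral control wells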
# INS-1E ATP HTS – INS-1E beta cell protection from cytokine death; INS-1E cytokine-induced death, ATP luminescence, 48 h; normalised: neutral wells 0, positive control 100; protection from cytokine-induced ATP loss, % at 10 µM; hit rate 0.1% among 20,000; AID 488910;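 active = mean replicate protection from cytokine-induced ATP loss at least 50% and at least 75% of replicates each reaching 50%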
#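 assay system = INS-1E rat insulinoma cells | amount = 8000 cells per well | medium = phenol-red-free RPMI with 5% fetal bovine serum | doses = one compound concentration, pin transfer | timing = 48 h cytokine plus compound treatment, 10 min reagent incubation | also added = IL-1β, TNF-α and IFN-γ cytokine mix | signal = CellTiter-Glo luminescence measuring cellular ATP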
# Starred values were filed as active, the others as inactive; . = no result given. Compounds as they come. Share with any hit: about 4.8%.
# Each structure is followed by: T cruzi HTS	INS-1E ATP HTS
1. C[C@H]1CN([C@@H](C)CO)C(=O)Cc2cc(NC(=O)Nc3cccc4ccccc34)ccc2O[C@H]1CN(C)S(=O)(=O)c1ccccc1
→ 19	-8
2. Cc1noc(C)c1NC(=O)Nc1ccc2c(c1)CC(=O)N([C@H](C)CO)C[C@@H](C)[C@H](CN(C)C(=O)NC1CCCCC1)O2
→ -13	6
3. C[C@H](CO)N1C[C@H](C)[C@@H](CN(C)Cc2ccncc2)Oc2ccc(NC(=O)CCCN(C)C)cc2C1=O
→ -6	11
4. C[C@H](CO)N1C[C@H](C)[C@H](CN(C)C(=O)Nc2ccc(C(F)(F)F)cc2)Oc2ccc(NC(=O)Nc3cccc4ccccc34)cc2C1=O
→ 26	-42
5. C[C@H](CO)N1C[C@H](C)[C@H](CN(C)Cc2ccc(Oc3ccccc3)cc2)Oc2ccc(NC(=O)C3CCCCC3)cc2C1=O
→ 1	.
6. C[C@@H]1CN([C@@H](C)CO)C(=O)c2cccc(NC(=O)CCCCCC(=O)Nc3ccccc3N)c2O[C@H]1CN(C)C(=O)Nc1ccc(C(F)(F)F)cc1
→ -25	20
7. COc1ccc(S(=O)(=O)N(C)C[C@@H]2Oc3c(NC(=O)c4nc5ccccc5s4)cccc3C(=O)N([C@H](C)CO)C[C@H]2C)cc1
→ 44	-37
8. COc1ccc(CN(C)C[C@@H]2Oc3c(NS(C)(=O)=O)cccc3C(=O)N([C@@H](C)CO)C[C@@H]2C)cc1
→ -12	5
9. C[C@@H]1CN([C@@H](C)CO)C(=O)c2cc(NS(=O)(=O)c3ccc(Cl)cc3)ccc2O[C@H]1CN(C)C(=O)Nc1ccccc1
→ -15	-2
10. O=C(NO)c1cccc(C(=O)N/N=C/c2ccc3c(c2)CCO3)c1
→ -7	-11
11. CC(C)(C)c1nc(=S)[nH][nH]1
→ 6	.
12. Cc1cc(C(=O)Nc2cccc3c2O[C@H](CN(C)S(=O)(=O)c2c(C)noc2C)[C@H](C)CN([C@@H](C)CO)C3=O)n(C)n1
→ 5	2
13. COC(=O)CCCCCCC(=O)N/N=C/c1ccc(OC)c(O)c1
→ 3	9
14. C[C@H]1CN([C@@H](C)CO)C(=O)Cc2cc(NC(=O)Nc3ccc(F)cc3)ccc2O[C@H]1CN(C)S(=O)(=O)c1cccs1
→ -15	2
15. C[C@@H]1CN([C@H](C)CO)C(=O)Cc2cc(NS(=O)(=O)c3ccccc3)ccc2O[C@@H]1CN(C)S(C)(=O)=O
→ 2	11
16. C[C@H]1CN([C@@H](C)CO)C(=O)c2cc(NC(=O)c3ccncc3)ccc2O[C@@H]1CN(C)C(=O)NC1CCCCC1
→ -7	4
17. C[C@H]1CN([C@@H](C)CO)C(=O)c2cc(NS(C)(=O)=O)ccc2O[C@H]1CN(C)C(=O)Nc1ccc2c(c1)OCO2
→ -12	.
18. Cc1ccc(S(=O)(=O)Nc2ccc3c(c2)C(=O)N([C@@H](C)CO)C[C@@H](C)[C@@H](CN(C)S(=O)(=O)c2ccccc2)O3)cc1
→ 9	-2
19. NC(=O)COc1ccccc1/C=N/NC(=O)c1ccccn1
→ -9	-4
20. C[C@@H]1CCCCO[C@@H](CN(C)Cc2ccc(Cl)c(Cl)c2)[C@@H](C)CN([C@H](C)CO)C(=O)c2cc(NS(C)(=O)=O)ccc2O1
→ 19	-7
21. C[C@@H]1CN([C@@H](C)CO)C(=O)c2cccc(NC(=O)Nc3ccccc3)c2O[C@@H]1CN(C)Cc1ccc(Cl)c(Cl)c1
→ -22	-66
22. C[C@@H]1CN([C@H](C)CO)C(=O)c2cc(NC(=O)c3ccncc3)ccc2O[C@@H]1CN(C)Cc1ccc(C(=O)Nc2ccccc2N)cc1
→ 8	5
23. C[C@H](CO)N1C[C@H](C)[C@H](CN(C)C(=O)Nc2ccc(C(F)(F)F)cc2)Oc2ccc(NC(=O)Cn3cnnn3)cc2C1=O
→ -8	8
24. C[C@H](CO)N1C[C@H](C)[C@H](CN(C)Cc2ccncc2)Oc2ccc(NC(=O)c3ccncc3)cc2CC1=O
→ -45	21
25. C[C@@H]1CN([C@@H](C)CO)C(=O)Cc2cc(NC(=O)C3CC3)ccc2O[C@@H]1CN(C)CC1CCCCC1
→ 8	-9
26. C[C@@H]1CN([C@H](C)CO)C(=O)Cc2cc(NC(=O)c3ccncc3)ccc2O[C@@H]1CN(C)C(=O)Nc1ccccc1
→ -46	5
27. Cc1noc(C)c1NC(=O)Nc1cccc2c1O[C@H](CN(C)S(C)(=O)=O)[C@@H](C)CN([C@H](C)CO)C2=O
→ -4	5
28. C[C@H]1CN([C@@H](C)CO)C(=O)Cc2cc(NS(=O)(=O)c3ccc(F)cc3)ccc2O[C@H]1CN(C)C(=O)Nc1ccc(C(F)(F)F)cc1
→ -13	-6
29. C[C@H](CO)N1C[C@H](C)[C@@H](CN(C)C(=O)Nc2ccc(F)cc2)Oc2ccc(NS(C)(=O)=O)cc2C1=O
→ -31	8
30. C[C@@H]1CN([C@H](C)CO)C(=O)Cc2cc(NS(=O)(=O)c3cn(C)cn3)ccc2O[C@@H]1CN(C)C(=O)Nc1cccc2ccccc12
→ -35	13
31. Cc1noc(C)c1S(=O)(=O)N(C)C[C@H]1Oc2ccc(NC(=O)Nc3ccc4c(c3)OCO4)cc2CC(=O)N([C@H](C)CO)C[C@H]1C
→ 2	6
32. COc1ccc(S(=O)(=O)N(C)C[C@@H]2OCc3cnnn3CCCC(=O)N([C@@H](C)CO)C[C@H]2C)cc1
→ -10	.
33. C[C@H](CO)N1C[C@H](C)[C@H](CN(C)Cc2ccncc2)Oc2c(NC(=O)c3ccc(-c4nccs4)cc3)cccc2C1=O
→ 30	-2
34. C[C@H]1CN([C@@H](C)CO)C(=O)CCCn2cc(nn2)CO[C@H]1CN(C)C(=O)c1ccncc1
→ -13	1
35. C[C@@H]1CN([C@@H](C)CO)C(=O)c2cccc(NC(=O)C3CCCCC3)c2O[C@@H]1CN(C)S(C)(=O)=O
→ -12	6
36. C[C@@H]1CN([C@H](C)CO)C(=O)Cc2cc(NC(=O)Nc3ccc(C(F)(F)F)cc3)ccc2O[C@@H]1CN(C)Cc1ccc(Cl)c(Cl)c1
→ 65*	-15
37. C[C@@H]1CN([C@H](C)CO)C(=O)c2cc(NC(=O)Cn3cnnn3)ccc2O[C@H]1CN(C)C(=O)Nc1ccc(C(F)(F)F)cc1
→ -24	-1
38. C[C@H]1CN([C@@H](C)CO)C(=O)CCCn2cc(nn2)CO[C@H]1CN(C)C(=O)Cc1ccccc1
→ -12	.
39. C[C@H]1CN([C@@H](C)CO)C(=O)c2cc(NC(=O)CCC(F)(F)F)ccc2O[C@H]1CN(C)C(=O)Nc1ccc(C(F)(F)F)cc1
→ 3	-2
40. C[C@@H]1CN([C@H](C)CO)C(=O)c2cccc(NC(=O)NC3CCCCC3)c2O[C@@H]1CN(C)Cc1ccc(Cl)c(Cl)c1
→ 2	-20
41. Cc1noc(C)c1NC(=O)N(C)C[C@H]1Oc2c(NC(=O)Nc3ccc(F)cc3)cccc2C(=O)N([C@H](C)CO)C[C@H]1C
→ 39	3
42. CC(C)NC(=O)N(C)C[C@H]1Oc2ccc(NC(=O)C3CC3)cc2C(=O)N([C@H](C)CO)C[C@@H]1C
→ -13	3
43. CC(C)NC(=O)N(C)C[C@@H]1Oc2c(NC(=O)Nc3ccc4c(c3)OCO4)cccc2C(=O)N([C@H](C)CO)C[C@@H]1C
→ -5	1
44. COc1ccc(NC(=O)N(C)C[C@@H]2Oc3ccc(N(C)C)cc3CC(=O)N([C@@H](C)CO)C[C@@H]2C)cc1
→ -13	1
45. Cc1noc(C)c1NC(=O)N(C)C[C@H]1Oc2c(NC(=O)NC3CCCCC3)cccc2C(=O)N([C@H](C)CO)C[C@@H]1C
→ -26	5
46. COc1ccc(CN(C)C[C@@H]2Oc3c(NC(=O)NC(C)C)cccc3C(=O)N([C@@H](C)CO)C[C@@H]2C)cc1
→ -14	2
47. CC(C)(C)OC(=O)Nc1ccc(/C=N/NC(=O)c2cccc(C(=O)NO)c2)cc1
→ 0	-10
48. C[C@H](CO)N1C[C@H](C)[C@@H](CN(C)CC2CCCCC2)Oc2c(NS(=O)(=O)c3cn(C)cn3)cccc2C1=O
→ -25	6
49. Cc1cc(C(=O)Nc2cccc3c2O[C@H](CN(C)Cc2ccc(C(=O)Nc4ccccc4N)cc2)[C@H](C)CN([C@H](C)CO)C3=O)n(C)n1
→ 63*	0
50. C[C@H]1CN([C@@H](C)CO)C(=O)Cc2cc(NC(=O)C3CC3)ccc2O[C@@H]1CN(C)Cc1ccc2c(c1)OCO2
→ 24	8
51. C[C@H]1CN([C@@H](C)CO)C(=O)Cc2cc(NC(=O)Nc3ccc4c(c3)OCO4)ccc2O[C@H]1CN(C)Cc1ccc(-c2ccccc2)cc1
→ 76*	-39
52. CNC[C@@H]1Oc2c(NS(=O)(=O)c3ccccc3)cccc2C(=O)N([C@@H](C)CO)C[C@@H]1C
→ -18	5
53. C[C@H]1CN([C@@H](C)CO)C(=O)c2cccc(NC(=O)c3ccncc3)c2O[C@@H]1CN(C)CC1CCCCC1
→ 86*	-16
54. Cc1noc(C)c1S(=O)(=O)Nc1ccc2c(c1)C(=O)N([C@H](C)CO)C[C@@H](C)[C@@H](CN(C)S(C)(=O)=O)O2
→ 2	6
55. C[C@@H]1CCCCO[C@@H](CN(C)Cc2ccc(Cl)c(Cl)c2)[C@@H](C)CN([C@H](C)CO)C(=O)c2cc(NS(=O)(=O)c3cccs3)ccc2O1
→ 68*	-53
56. CC(C)NC(=O)Nc1cccc2c1O[C@@H](CN(C)CC1CCCCC1)[C@@H](C)CN([C@H](C)CO)C2=O
→ 3	-7
57. C[C@H]1CN([C@@H](C)CO)C(=O)c2cccc(NS(=O)(=O)c3cn(C)cn3)c2O[C@@H]1CN(C)Cc1ccc(C(=O)O)cc1
→ -15	5
58. C[C@@H]1CN([C@@H](C)CO)C(=O)c2cccc(NC(=O)C3CC3)c2O[C@@H]1CN(C)Cc1ccc(C(=O)Nc2ccccc2N)cc1
→ 26	59*
59. CCCCCCC/C=N/NC(=O)CCCCCC(=O)O
→ -18	-10
60. CNC[C@@H]1Oc2c(NC(=O)Nc3ccccc3)cccc2C(=O)N([C@@H](C)CO)C[C@@H]1C
→ -26	5

# Continued; the last 6 above are carried over.
# Each structure is followed by: T cruzi HTS	INS-1E ATP HTS
55. C[C@@H]1CCCCO[C@@H](CN(C)Cc2ccc(Cl)c(Cl)c2)[C@@H](C)CN([C@H](C)CO)C(=O)c2cc(NS(=O)(=O)c3cccs3)ccc2O1
→ 68*	-53
56. CC(C)NC(=O)Nc1cccc2c1O[C@@H](CN(C)CC1CCCCC1)[C@@H](C)CN([C@H](C)CO)C2=O
→ 3	-7
57. C[C@H]1CN([C@@H](C)CO)C(=O)c2cccc(NS(=O)(=O)c3cn(C)cn3)c2O[C@@H]1CN(C)Cc1ccc(C(=O)O)cc1
→ -15	5
58. C[C@@H]1CN([C@@H](C)CO)C(=O)c2cccc(NC(=O)C3CC3)c2O[C@@H]1CN(C)Cc1ccc(C(=O)Nc2ccccc2N)cc1
→ 26	59*
59. CCCCCCC/C=N/NC(=O)CCCCCC(=O)O
→ -18	-10
60. CNC[C@@H]1Oc2c(NC(=O)Nc3ccccc3)cccc2C(=O)N([C@@H](C)CO)C[C@@H]1C
→ -26	5
61. C[C@H](CO)N1C[C@H](C)[C@H](CN(C)S(=O)(=O)c2cccc(F)c2)Oc2ncc(C#Cc3cccc(F)c3)cc2C1=O
→ 51	.
62. C[C@H](CO)N1C[C@H](C)[C@@H](CN(C)Cc2ccc(Cl)c(Cl)c2)Oc2ccc(NC(=O)Cn3cnnn3)cc2C1=O
→ -26	-4
63. C[C@H]1CN([C@@H](C)CO)C(=O)Cc2cc(NC(=O)c3ccncc3)ccc2O[C@H]1CN(C)C(=O)Nc1ccc(C(F)(F)F)cc1
→ 1	-4
64. C[C@@H]1CCCCO[C@@H](CN(C)C(=O)Cc2ccccc2)[C@@H](C)CN([C@H](C)CO)C(=O)c2cc(NS(=O)(=O)c3ccc(Cl)cc3)ccc2O1
→ 24	-2
65. CNC[C@@H]1Oc2ccc(NS(=O)(=O)c3c(C)noc3C)cc2C(=O)N([C@H](C)CO)C[C@H]1C
→ -9	6
66. C[C@@H]1CN([C@@H](C)CO)C(=O)c2cccc(N(C)C)c2O[C@H]1CN(C)Cc1ccncc1
→ -27	10
67. COc1ccc(S(=O)(=O)Nc2ccc3c(c2)C(=O)N([C@H](C)CO)C[C@@H](C)[C@@H](CN(C)Cc2ccc(C(F)(F)F)cc2)O3)cc1
→ -2	-18
68. C[C@H]1CN([C@@H](C)CO)C(=O)CCCn2cc(nn2)CO[C@H]1CN(C)S(=O)(=O)c1ccc(-c2ccccc2)cc1
→ -3	.
69. COc1ccc(S(=O)(=O)N(C)C[C@@H]2OCCCC[C@@H](C)Oc3ccc(NC(=O)Cc4ccccc4)cc3C(=O)N([C@H](C)CO)C[C@@H]2C)cc1
→ -5	2
70. C[C@@H]1CN([C@H](C)CO)C(=O)Cc2cc(NS(C)(=O)=O)ccc2O[C@@H]1CN(C)C(=O)Nc1ccc(F)cc1
→ -11	12
71. CC(C)NC(=O)N(C)C[C@H]1Oc2c(NC(=O)Nc3ccc4c(c3)OCO4)cccc2C(=O)N([C@@H](C)CO)C[C@H]1C
→ 0	4
72. C[C@@H]1CN([C@H](C)CO)C(=O)CCCn2cc(nn2)CO[C@H]1CN(C)S(=O)(=O)c1ccc2c(c1)OCCCO2
→ -17	.
73. COc1ccc(S(=O)(=O)Nc2ccc3c(c2)CC(=O)N([C@@H](C)CO)C[C@H](C)[C@H](CN(C)S(=O)(=O)c2cn(C)cn2)O3)cc1
→ -15	26
74. COc1ccc(S(=O)(=O)Nc2ccc3c(c2)C(=O)N([C@@H](C)CO)C[C@@H](C)[C@H](CN(C)CC2CCCCC2)O3)cc1
→ 12	-14

# Source: PubChem (Broad Institute)
